Screening results from PubChem.
HIV fusion peptide: cell-free HIV fusion peptide-binding blockers – biochemical, uHTS, fluorescence dequenching, primary screen (AID 1986); cell-free peptide binding, fluorescence dequenching, 30 min; higher % means a stronger effect; inhibition, % at 20 µM, or IC50 in µM where a hit was titrated; 290,000 compounds, 0.3% hits; in the data active = inhibition mostly above about 52%, no sharp cut-off; inactive = mostly below about 76%; also: some results filed as inactive read as strong as hits
NS5 inhibitors: Dengue-2 NS5 methyltransferase inhibitors, primary screen, biochemical, confirmation dose response (AID 588689); Dengue-2 NS5 methyltransferase capping enzyme assay, biochemical; higher % means a stronger effect; inhibition, % at 25 µM; hits with a dose series show IC50 in µM; 340,000 compounds, 0.3% hits; in the data active = a potency from the dose series; inconclusive = inhibition above about 29% without an active follow-up result
GPR55 antagonists: GPR55 antagonists blocking LPI-driven arrestin recruitment, primary screen, imaging, U2OS, beta-arrestin-GFP, LPI agonist (AID 2013) | U2OS GPR55 beta-arrestin-GFP translocation imaging, LPI antagonism; higher % means a stronger effect | inhibition, % at 10 µM, or IC50 in µM where a hit was titrated | 290,000 compounds, 0.13% hits;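 active = spots per cell inhibited over 60%, with over 100 cells counted and total cytoplasm intensity under 500,000; inconclusive = wells with under 100 cells, flagged as likely toxic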;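 also: U2OS cells stably carrying GPR55 and arrestin-GFP stimulated by 5 µM LPI near EC80; imaged beta-arrestin-GFP aggregate spots per cell after agonist stimulation; plate controls were LPI-stimulated DMSO wells for no effect and DMSO wells without LPI for full effect; some results filed as inactive read as strong as hits; confirmed hits need IC50 under 10 µM and bright autofluorescent wells are also inconclusive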
Rac1 GTP hydrolysis: MgcRacGAP GTPase-activating activity inhibitors, confirmation, biochemical, ADP Hunter fluorescence. MgcRacGAP-stimulated Rac1 GTP hydrolysis, ADP Hunter fluorescence; higher % means a stronger effect; GST-tagged Rac1 F28L mutant substrate. inhibition, % at 30 µM; hits with a dose series show IC50 in µM. 340,000 compounds, 0.6% hits. AID 624330;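 active = first-screen hits whose inhibition reached a set limit at any dose in the follow-up dose series; inconclusive = inhibition above the set first-screen limit but never retested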;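 also: fluorescence reports GDP produced by GAP-driven GTP hydrolysis; strong numbers were not always called active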
SV40 large T antigen: SV40 large T antigen inhibitors, biochemical (AID 1903). 310,000 compounds, 0.39% hits. inhibition, % at 20 µM, or IC50 in µM where a hit was titrated. SV40 large T antigen ATPase/helicase inhibition assay; higher % means a stronger effect; in the data active = a potency from the dose series; inconclusive = inhibition mostly from about 32% at the one dose, without a potency; inactive = the rest, 99 in 100 with inhibition below about 32%; also: strong numbers were not always called active
K1F lysis inhibition: inhibition of K1F phage lysis, E. coli UTI89, bacterial capsule biogenesis inhibitors, alamar blue (AID 488966); E. coli UTI89 K1F phage lysis, alamar blue, 2 h; higher % means a stronger effect; inhibition, % at 100 µM, or IC50 in µM where a hit was titrated; 340,000 compounds, 0.02% hits;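 active = phage lysis inhibition, versus mean bacterial control, above a set limit; inconclusive = no clear call, values can overlap the other calls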;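 also: capsule biogenesis inhibitors block K1F phage lysis so surviving cells raise fluorescence; higher fluorescence means more inhibition of phage lysis; actives were called in the ten point dose series up to 300 µM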
RSV CPE inhibition: RSV antiviral activity via CPE protection, HEp-2 cells, primary 10 µM value included (AID 2391). HEp-2 cells, RSV-induced CPE inhibition; higher % means a stronger effect. one-dose CPE inhibition, % at 10 µM; IC50 in µM for titrated hits. 310,000 compounds, 0.13% hits; in the data active = a potency from the dose series; inconclusive = CPE inhibition mostly from about 23% at the one dose, without a potency; inactive = the rest, 99 in 100 with CPE inhibition below about 21%; also: strong numbers were not always called active
Salmonella PhoP GFP: PhoP-dependent GFP reporter repression – Salmonella Typhimurium, primary screen (AID 1863); S. Typhimurium PhoP-regulated promoter GFP reporter, 4 h; higher % means a stronger effect; inhibition, % at 50 µM; hits with a dose series show IC50 in µM; 300,000 compounds, 0.16% hits;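 active = inhibition over 29.93%, a cutoff 3 SD above the screen mean, later confirmed by dose response; inconclusive = inhibition over 29.93% but no dose response follow-up; inactive = inhibition at most 29.93% or unconfirmed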;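 also: 0% = low Mg2+ inducing control and 100% = high Mg2+ repressing control; strong numbers were not always called active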
GPR35 antagonists: inhibition of zaprinast-stimulated GPR35 beta-arrestin translocation – imaging, U2OS, beta-arrestin-GFP, zaprinast agonist, primary screen (AID 2058); U2OS GPR35 beta-arrestin-GFP translocation imaging, zaprinast antagonism; higher % means a stronger effect; one-dose inhibition, % at 10 µM; IC50 in µM for titrated hits; 290,000 compounds, 0.052% hits;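 active = inhibition of at least 50% with at least 30 cells and total cytoplasm GFP at most 10,000,000; inconclusive = under 30 cells or total GFP of 10,000,000 plus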
NS5 inhibitors pilot replicate: further read-out of NS5 inhibitors, marked with its call; inhibition, %; measured here: pilot screen replicate inhibition
An asterisk follows results filed as active; u = inconclusive; x = not tested or not shown; [ ] = remark or other dose.

SMILES	HIV fusion peptide	NS5 inhibitors	GPR55 antagonists	Rac1 GTP hydrolysis	SV40 large T antigen	K1F lysis inhibition	RSV CPE inhibition	Salmonella PhoP GFP	GPR35 antagonists	others
CCOC(=O)C1=NNC(C(=O)c2ccccc2)C1c1ccc(OC)cc1 (configuration not stated)	x	3%	x	11%	x	0.9%[50 µM]	2.6%	x	x
Cc1cc(C(=O)CSc2nc3ccc(Cl)cc3[nH]2)c(C)n1Cc1ccco1	x	-6%	x	12%	18%	0.2%	2.7%	x	x
COc1ccc(OC)c(NC(=O)c2ccccc2NS(=O)(=O)c2cccc3cccnc23)c1	-0.1%	-5%	-2%	9%	6%	0.1%	7.7%	35%	14%
CC(C)Cc1ccc(C(=O)Nc2ccc(Cc3ccncc3)cc2)o1	0.3%	-6%	1%	-8%	10%	0.2%	9.2%	2%	10%
C=CCN1C(=O)C(Cc2ccc(F)cc2)S/C1=N/N=C/c1cccs1 (configuration not stated)	0.2%	-3%	4%	9%	4%	0.3%	1.9%	-17%	15%
O=C(c1cc2ccccc2oc1=O)N1CCCCCCC1	-0.2%	3%	11%	11%	10%	0.6%	1.2%	0%	0%
CC(C)C(C(=O)NCc1ccco1)N(C(=O)CNS(=O)(=O)c1ccccc1)C1CCCC1 (configuration not stated)	-1.5%	-1%	-1%	-5%	13%	-0.1%	-0.2%	-10%	-7%
COC(=O)C1=C(C)NC(=O)NC1c1c(O)ccc2ccccc12 (configuration not stated)	-0.6%	-6%	6%	8%	11%	-0.1%	2.1%	1%	0%
CCN(CC(=O)Nc1c(F)cccc1F)C(=O)CNC(=O)C1CCCCC1	x	-5%	x	5%	8%	0.4%[50 µM]	3.5%	-5%	x
O=C(CCc1ccccc1)Nc1ccnn1C1CCN(Cc2ncc[nH]2)CC1	-0.1%	-10%	8%	3%	11%	-1.3%	1.1%	-2%	5%
O=C(CSc1ccccc1)NCC1(N2CCCCC2)CCCCC1	x	-2%	x	-2%	8%	0.0%[50 µM]	-0.8%	4%	x
Cc1cccc(NC(=O)CSc2nnc(CNC(=O)c3ccco3)n2C)c1C	x	-2%	x	3%	10%	1.4%[50 µM]	-2.5%	2%	x
CCN(C(=O)COc1ccc(C)nc1[N+](=O)[O-])C1CCS(=O)(=O)C1 (configuration not stated)	3.2%	6%	2%	6%	14%	2.9%[50 µM]	0.9%	-1%	-17%
Cc1ccc2cc(/C=N/NC(=O)[C@@H]3CCCN3)c(Cl)nc2c1	-1.3%	-2%	-1%	2%	9%	0.0%	1.7%	-9%	-12%
CCOC(=O)C1(Cc2ccc(OC)cc2)CCN(C(=O)c2cc(C)nn2C)CC1	0.4%	-3%	-11%	10%	4%	0.0%	2.3%	2%	-13%
Cc1cc(C)nc(N(C#N)S(=O)(=O)c2ccc(Br)cc2)n1	-1.8%	x	-2%	x	13%	x	x	-9%	-2%
CCOC(=O)c1c(C=O)c(C)n(Cc2ccc(Cl)cc2)c1C	34%	-7%	-22%	7%	4%	-0.6%	u	2%	13%
O=C(Nc1ccc(Oc2cccnc2)cc1)c1ccccc1Cl	-1.5%	0%	4%	14%	-2%	-0.1%	15%	4%	13%
Cc1cc(OC(=O)c2ccccc2Br)c([N+](=O)[O-])c(=O)[nH]1	0.1%	-3%	-3%	-3%	x	0.9%	1.5%	x	-10%
CCn1c(=O)c(C(=O)Nc2ccccc2C)c(O)c2ccccc21	2.0%	-2%	17%	5%	4%	0.2%	3.4%	3%	8%
CC(C)(C)OC(=O)N1CCCC1C(=O)NCCc1ccccc1 (configuration not stated)	-0.6%	-19%	5%	-7%	4%	-0.1%	x	-12%	10%
Cc1ccc(S(=O)(=O)N2CCN(CC(=O)N(CC(C)C)c3c(N)n(CC(C)C)c(=O)[nH]c3=O)CC2)c(C)c1	-0.9%	2%	14%	5%	3%	2.4%	0.3%	-3%	9%
C/C(N)=C(/C#N)C(=O)COC(=O)C(c1ccccc1)c1ccccc1	-2.5%	6%	7%	2%	-6%	0.2%	0.9%	3%	7%
CCOC(=O)CC1CCCCN1Cc1nc(-c2ccc(F)c(OC)c2)oc1C (configuration not stated)	-0.9%	-3%	22%	11%	4%	0.2%	2.3%	-5%	1%
COc1ccc(Cn2c(-c3ccc(OC)cc3)n[nH]c2=S)cc1	0.4%	-10%	0%	13%	25%	-0.2%	-0.2%	x	-6%
CCCN1C(=O)c2ccccc2NC1c1ccc(Cl)cc1 (configuration not stated)	0.4%	-1%	11%	4%	7%	0.2%	0.2%	-2%	2%
O=C(Nc1cccc(S(=O)(=O)N2CCCCC2)c1)C1CCCC1	x	-1%	x	3%	x	-0.1%[50 µM]	1.6%	x	x
COc1cc2nc(SCc3ccc(Cl)cc3Cl)n(Cc3cccs3)c(=N)c2cc1OC	2.5%	-1%	4%	1%	19%	0.3%	u	-12%	-4%	NS5 inhibitors pilot replicate=-1.2
CC(C)Cc1nnc(NC(=O)c2ccc3c(c2)NC(=O)C(C)S3)s1 (configuration not stated)	x	6%	x	-8%	12%	0.9%[50 µM]	0.5%	3%	x
Cc1c(C(=O)N2CCc3ccccc3C2)sc2nc(-c3ccccc3)cn12	-1.5%	-1%	-2%	8%	1%	3.6%	43%	2%	-4%
COc1cccc(NC(=O)NC2CCCCC2C)c1 (configuration not stated)	-0.9%	x	0%	-1%	8%	0.2%	3.7%	-8%	-4%
CC(CCc1ccccc1)NCc1cccc2ccccc12 (configuration not stated)	-1.4%	-5%	26%	16%	5%	0.2%	-0.8%	-4%	4%
COc1ccc(N(CC(=O)N/N=C/c2ccc(-c3ccc([N+](=O)[O-])cc3)o2)S(=O)(=O)c2ccc(C)cc2)cc1Cl	5.1%	-4%	3%	3%	2%	0.1%	2.3%	6%	-20%
COc1ccc(C(=O)Nc2cccc(-c3nnc(-c4ccco4)o3)c2)cc1	4.0%	-11%	5%	4%	2%	-0.1%	22%	-15%	11%
C=CCN(CC=C)CCOc1cccc(Oc2ccccc2)c1	1.6%	-2%	32%	24%	11%	0.2%	-0.5%	6%	-2%
COc1ccc(Cc2nnc(SCc3nc4ccccc4c(=O)[nH]3)o2)cc1	0.3%	-5%	-15%	5%	3%	1.6%	-0.9%	-23%	2%

Structures shown so far that have a thiophene ring, fused or not, in the order listed:
SMILES	HIV fusion peptide	NS5 inhibitors	GPR55 antagonists	Rac1 GTP hydrolysis	SV40 large T antigen	K1F lysis inhibition	RSV CPE inhibition	Salmonella PhoP GFP	GPR35 antagonists	others
C=CCN1C(=O)C(Cc2ccc(F)cc2)S/C1=N/N=C/c1cccs1 (configuration not stated)	0.2%	-3%	4%	9%	4%	0.3%	1.9%	-17%	15%
COc1cc2nc(SCc3ccc(Cl)cc3Cl)n(Cc3cccs3)c(=N)c2cc1OC	2.5%	-1%	4%	1%	19%	0.3%	u	-12%	-4%	NS5 inhibitors pilot replicate=-1.2

The results go on.
SMILES	HIV fusion peptide	NS5 inhibitors	GPR55 antagonists	Rac1 GTP hydrolysis	SV40 large T antigen	K1F lysis inhibition	RSV CPE inhibition	Salmonella PhoP GFP	GPR35 antagonists	others
O=C(CSc1nnc(CNc2ccc(F)cc2)o1)N1c2ccccc2Sc2ccccc21	2.9%	2%	9%	11%	11%	5.4%	4.9%	-2%	12%
COc1ccc(/C=C2\Oc3cc(OCC(=O)N4CCC(C(=O)O)CC4)ccc3C2=O)c(OC)c1	28%	-54%	-2%	5%	x	0.2%	1.1%	x	-4%
CC(N)C(=O)NC(C(=O)N1CCCC1C(=O)NC(c1ccccc1)c1ccccc1)C(C)C (configuration not stated)	x	2%	x	10%	x	2.9%	1.0%	x	x
Cc1ccc(C)c(N2CCN(Cc3nnnn3C3CCCCC3)CC2)c1	0.7%	-7%	7%	5%	2%	0.5%	2.0%	-7%	8%
Cc1ccc(S(=O)(=O)CCC(=O)Nc2ccc3nc(C)sc3c2)cc1	-2.8%	1%	5%	1%	20%	-0.2%	1.2%	11%	11%
c1ccc(COn2nnc3ccccc32)c(COn2nnc3ccccc32)c1	-2.4%	-2%	2%	4%	2%	3.2%	u	1%	3%
CC(=O)CC(C)(C)n1nnc(-c2ccccc2)n1	1.3%	-4%	-5%	14%	9%	0.6%	1.0%	5%	-13%
CCOc1ccc(CC(=O)N2CCC3(CC2)NCCc2[nH]cnc23)cc1	0.0%	-1%	-1%	12%	1%	0.0%	1.8%	-8%	4%
COc1ccccc1-c1nnc(SC)n1C	-0.3%	17%	4%	8%	4%	0.0%	2.0%	7%	-12%
CCOc1cc(C)ccc1OCc1nnc(SCC(=O)c2cccc([N+](=O)[O-])c2)n1CC	-1.2%	1%	22%	5%	-2%	3.1%	-0.1%	9%	5%
O=C(O)c1ccc2c(c1)C(=O)N(CCCCCCCN1C(=O)c3ccc(C(=O)O)cc3C1=O)C2=O	3.0%	5%	6%	5%	24%	-0.5%	0.4%	2%	9%
COC(=O)c1ccc(Cn2cc(Cl)cn2)cc1	-1.0%	-11%	10%	4%	7%	0.0%	-0.5%	16%	-5%
O=C(CCN1CCN(c2ccc(Cl)cc2)CC1)Nc1nccs1	-2.6%	0%	-2%	-8%	17%	-0.2%	0.4%	-2%	16%
Cc1ccc(S(=O)(=O)Nc2ccc(-c3nnc(SCC#N)n3C)cc2)cc1	-1.3%	-10%	0%	8%	-12%	0.9%	0.5%	-5%	13%
O=C(O)Cn1cc(C(=S)N2CCCCC2)c2ccccc21	0.0%	-1%	16%	6%	0%	-1.2%	0.5%	-6%	-3%
Cc1ccccc1C1CC(c2ccc(F)cc2)Nc2nc(N)nn21 (configuration not stated)	0.8%	-4%	12%	-1%	0%	-3.0%	1.3%	9%	-16%
O=C1COc2ccc3ccccc3c21	-2.5%	-1%	6%	x	9%	0.2%	6.5%	-4%	-4%
Cc1ccc(-c2cc(C(=O)NC3CCCC3)no2)cc1	-0.6%	-5%	3%	3%	5%	0.2%	9.4%	6%	1%
